ARNT TACC3 PPI – disruptors of ARNT/TACC3 protein interaction, primary screen, biochemical, AlphaScreen, single concentration | Transforming acidic coiled-coil-containing protein 3 (Homo sapiens), Q9Y6A5 | AlphaScreen His-ARNT PAS-B/GST-TACC3 binding, luminescence; TACC3 fragment carries E629A point mutation | inhibition, % at 9.99 µM | hit rate 0.66% among 390,000;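 active = mean inhibition of replicates at least 50% and at least half of replicates each reaching 50%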;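 also: 0% = complete ARNT plus TACC3 wells and 100% = ARNT alone without TACC3; many hits fall short of the cut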
esBAF inh – Bmi1 luciferase reporter increase in mESCs, primary screen, esBAF inhibitor project, mouse ES cells, Bmi1 luciferase knock-in, single point. 24 h; 100% = twice the neutral-well signal. reporter increase, % at 12.5 µM. hit rate 2% among 350,000. AID 602393, 2012; in the data active = activation above about 40%;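 also: 0% = median of the plate's neutral control wells and 100% = double that signal; a rise in the Bmi1 reporter signal indicates esBAF inhibition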
GSIS activator – GLuc luminescence reporter in INS-1E cells, primary screen for activators of glucose-dependent secretion of insulin | INS-1E GLuc reporter insulin secretion, 2-3 h | activation, % at 16.6 µM | hit rate 0.61% among 370,000 | AID 743287, 2014;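 active = lowest replicate activation of at least 40%, so every replicate reaches that level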;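 also: 0% = median of neutral control wells and 100% = median of IBMX positive control wells; some compounds called inactive have numbers as strong as hits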
ERAP1 HTS inh – human ERAP1 aminopeptidase inhibitors, primary screen, biochemical, single point, plate reader; inhibition, % at 10.7 µM; hit rate 0.15% among 340,000; Endoplasmic reticulum aminopeptidase 1 (Homo sapiens), Q9NZ08; recombinant ERAP1, Leu-AMC fluorescence, 60 min;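 active = mean replicate inhibition of at least 30%, or all replicates individually reaching that 30% level; inactive = mean below 30% and not every replicate reaching it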;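 also: 0% = neutral control wells and 100% = L-leucinethiol positive control wells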
Target sequence (Q9NZ08 whole entry, looked up): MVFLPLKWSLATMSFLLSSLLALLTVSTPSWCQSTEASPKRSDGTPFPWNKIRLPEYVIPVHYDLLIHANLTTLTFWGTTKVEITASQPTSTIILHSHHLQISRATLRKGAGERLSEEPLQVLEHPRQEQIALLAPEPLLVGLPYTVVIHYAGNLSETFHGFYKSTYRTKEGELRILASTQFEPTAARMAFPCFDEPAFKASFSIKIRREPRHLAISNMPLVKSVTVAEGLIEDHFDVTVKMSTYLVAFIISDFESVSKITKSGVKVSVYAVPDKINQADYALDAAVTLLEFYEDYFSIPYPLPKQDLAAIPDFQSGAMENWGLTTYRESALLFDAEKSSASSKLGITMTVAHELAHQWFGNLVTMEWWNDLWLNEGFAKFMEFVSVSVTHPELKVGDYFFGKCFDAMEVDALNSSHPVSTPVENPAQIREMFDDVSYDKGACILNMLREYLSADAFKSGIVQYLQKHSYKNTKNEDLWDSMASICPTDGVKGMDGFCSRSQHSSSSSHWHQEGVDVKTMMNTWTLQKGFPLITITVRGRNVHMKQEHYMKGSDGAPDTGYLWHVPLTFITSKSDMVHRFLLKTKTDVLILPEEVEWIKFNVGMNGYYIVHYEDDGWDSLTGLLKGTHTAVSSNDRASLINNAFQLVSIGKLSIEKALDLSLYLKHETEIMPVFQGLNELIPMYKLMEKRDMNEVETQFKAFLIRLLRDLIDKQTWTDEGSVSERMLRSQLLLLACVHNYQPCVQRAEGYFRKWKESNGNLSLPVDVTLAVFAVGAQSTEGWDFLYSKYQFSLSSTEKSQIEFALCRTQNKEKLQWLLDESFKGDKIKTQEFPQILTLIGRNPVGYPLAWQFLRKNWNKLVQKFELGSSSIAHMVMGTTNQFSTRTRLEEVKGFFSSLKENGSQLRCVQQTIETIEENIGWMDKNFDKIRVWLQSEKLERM
XiGFP reactiv – activators of inactive X chromosome reactivation, primary screen, imaging, XiGFP fibroblasts, GFP high-content imaging, set 2; AID 743238, 2013; hit rate 0.055% among 360,000; XiGFP mouse fibroblasts, % GFP-positive cells imaging, 3 d; cells co-treated with 5-aza-dC sensitizer; scaled so ellipticine positive control = 100%; activation, % at 7.58 µM;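 active = mean normalized replicate activation at least 10% and every replicate at or above 10%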;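 also: 0% = median of on-plate neutral control wells and 100% = ellipticine 6 µM median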
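assay system = SV40-immortalized XiGFP fibroblast cells, line 68-5-11 | buffer or medium = DMEM plus 5-aza-dC sensitizer | doses = single-point pinned compound dosing | times = 3-day compound exposure, then 15 min fixation at room temperature | benchmarks = positive control ellipticine, 6 µM final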
CFTR F508del cor – F508del CFTR correction, initial screen, CFBE line, single point; activity (quench increase), % at 7.58 µM; hit rate 0.36% among 350,000; CFBE cells, YFP halide quenching; stimulated with forskolin plus potentiator P3; % fluorescence drop versus neutral controls;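 active = mean added fluorescence quench of at least 8% versus neutral control, with both replicates also reaching 8%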;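 also: cells transiently co-express mutant CFTR-F508del with the halide-sensitive YFP; corrector assay measuring rescue of mutant channel to the surface after 24 h compound exposure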
RAD54 inh – inhibitors of human RAD54 branch migration, primary screen, biochemical, fluorescence, single point | DNA repair and recombination protein RAD54-like (Homo sapiens), Q92698 | RAD54 Holliday junction branch migration, FAM/BHQ fluorescence | inhibition, % at 10.4 µM | hit rate 0.14% among 360,000;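 active = mean normalized replicate activity at least 40 and at least half of replicates scoring 40 or more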;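 also: 0% = median of neutral control wells and 100% = median of positive control wells; inhibitors cause a drop in the FAM fluorescence signal; in these data hits start at about 50%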
RAD52 anneal inh – RAD52 DNA annealing inhibitors, primary screen, biochemical, FRET, single point, set 2. DNA repair protein RAD52 homolog (Homo sapiens), P43351. recombinant RAD52 DNA annealing, FRET fluorescence. inhibition, % at 18.7 µM. hit rate 0.46% among 360,000. AID 651710, 2012;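 active = every replicate showing at least 50% inhibition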
The depositor's hits bear a star; i = inactive; . = no result given.

SMILES | ARNT TACC3 PPI | esBAF inh | GSIS activator | ERAP1 HTS inh | XiGFP reactiv | CFTR F508del cor | RAD54 inh | RAD52 anneal inh
COc1ccc(NC(=O)CCN2CCN(Cc3ccccc3)CC2)c(OC)c1 | -2 | -2 | -10 | -1 | 0.0 | 0.1 | -1 | 2
O=C(CNC(=O)c1ccc(Br)o1)NCc1cccc(Cl)c1 | -1 | 2 | 13 | 1 | 0.3 | 0.2 | -2 | -16
COC(=O)c1ccc(N(C(=O)c2ccco2)C(C(=O)NC2CCCC2)c2ccco2)cc1 (stereo unspecified) | 0 | 8 | 3 | . | . | . | 4 | .
O=C(Nc1ccc(Cl)cc1)c1ccc(CN2CCc3ccccc3C2)cc1 | 16 | 49* | -14 | 2 | -0.1 | -3.6 | -10 | -31
O=C1NC(c2cccc3ccccc23)Nc2ccc(Cl)cc21 (stereo unspecified) | -9 | . | -4 | 2 | 7.6 | 2.8 | . | -9
C[C@@H]1CN([C@H](C)CO)C(=O)c2cccc(NS(=O)(=O)c3ccc(F)cc3)c2O[C@H]1CN(C)S(=O)(=O)c1ccc(F)cc1 | -1 | -1 | 12 | 1 | 0.2 | -1.9 | -5 | -9
O=C(C[C@@H]1CC[C@H]2[C@@H](COC[C@H](O)CN2Cc2cccc(-c3ccncc3)c2)O1)N1CCOCC1 | -18 | -5 | 7 | . | 0.1 | 3.1 | 2 | .
Cn1cc(SCC(=O)N2CCN(c3ccccc3)CC2)c2ccccc21 | -1 | -5 | . | -2 | 1.2 | 0.8 | -3 | -8
O=C(/C=C\c1cn(-c2ccccc2)nc1-c1cccs1)N1CCOCC1 | 11 | 11 | 4 | 2 | 0.0 | -2.6 | 8 | -2
Cn1c(=O)c2cc(S(=O)(=O)NC(C(=O)N3CCCCCC3)c3ccccc3)ccc2n(C)c1=O (stereo unspecified) | 0 | -10 | 0 | 1 | 0.3 | 0.2 | -8 | -3
COc1ccc(NC(=O)Nc2nnc([C@@H]3C[C@H](O)[C@@H](CO)O3)s2)cc1 | . | 3 | 9 | 7 | -0.1 | 1.5 | -4 | 5
CNC(=O)[C@@]1(Cc2ccccc2)C=C[C@@H](C)N1C(=O)OC | 0 | 3 | -3 | . | 0.1 | 3.3 | 1 | -1
COCCn1c(SCC(=O)N2CCCC2=O)nc2sc(C)c(C)c2c1=O | 0 | -4 | 9 | 3 | 0.0 | 3.6 | -11 | -38
CC(C)C#Cc1cnc2c(c1)C(=O)N([C@H](C)CO)C[C@H](C)[C@H](CN(C)C(=O)Cc1ccncc1)O2 | 1 | -3 | -8 | 1 | -1.2 | -0.9 | -15 | -2
COc1cc(-c2nc3ccccn3c2/N=C/c2ccccc2)ccc1O | 10 | 5 | -3 | . | . | . | 11 | .
CN(Cc1ccccc1)C(=O)COc1cccnc1[N+](=O)[O-] | -3 | -3 | 6 | 0 | 0.0 | 1.4 | 3 | -7
CCc1ccc(C2CC(c3ccccc3C)n3nc(N)nc3N2)cc1 (stereo unspecified) | 0 | -12 | -1 | -3 | 0.1 | 1.8 | -1 | 3
Cc1cccc(NS(=O)(=O)c2cccc(C(=O)NCCCN3CCOCC3)c2)c1 | 11 | 15 | 14 | 4 | 0.3 | 1.5 | . | 12
CCOc1cccc(C2C(C(=O)c3ccc(C)o3)=C(O)C(=O)N2c2nnc(C)s2)c1 (stereo unspecified) | -6 | 0 | 2 | 3 | -0.1 | -1.8 | -15 | 6
CCN(CC)S(=O)(=O)c1cc(C(=O)OCC(=O)Nc2cccc(S(=O)(=O)N(C)C)c2)ccc1F | -7 | -3 | -23 | -1 | 0.0 | 0.2 | . | -13
COc1ccc2c(c1)/C(=C/c1cc(OC)c(OC)c(OC)c1)C(=O)N2 | -8 | . | 10 | 3 | 0.3 | 13* | . | 2
CNC(=O)C[C@H]1CC[C@@H]2[C@@H](COc3ccc(NC(=O)c4ccc(F)cc4)cc3C(=O)N2C)O1 | . | -5 | -1 | . | 0.2 | 1.1 | . | .
Cc1noc(C)c1NC(=O)N1CCN(Cc2ccccc2)CC1 | -11 | . | . | -4 | 0.0 | -0.5 | . | 4
CN(Cc1nc(-c2cccs2)no1)CC(O)c1ccccc1 (stereo unspecified) | -1 | 16 | 0 | 0 | -0.1 | -1.5 | 3 | -20
C[C@@H](O)C#Cc1ccc2c(c1)O[C@H](CN(C)C(=O)c1ccncc1)[C@@H](C)CN([C@@H](C)CO)S2(=O)=O | 1 | 1 | 7 | 3 | 0.0 | -1.8 | -9 | 10

An excerpt of these results, as a markdown table:
| mol | ARNT TACC3 PPI | esBAF inh | GSIS activator | ERAP1 HTS inh | XiGFP reactiv | CFTR F508del cor | RAD54 inh | RAD52 anneal inh |
| --- | --- | --- | --- | --- | --- | --- | --- | --- |
| COc1ccc(NC(=O)CCN2CCN(Cc3ccccc3)CC2)c(OC)c1 | -2 | -2 | -10 | -1 | 0.0 | 0.1 | -1 | 2 |
| O=C(CNC(=O)c1ccc(Br)o1)NCc1cccc(Cl)c1 | -1 | 2 | 13 | 1 | 0.3 | 0.2 | -2 | -16 |
| COC(=O)c1ccc(N(C(=O)c2ccco2)C(C(=O)NC2CCCC2)c2ccco2)cc1 (stereo unspecified) | 0 | 8 | 3 | . | . | . | 4 | . |
| O=C(Nc1ccc(Cl)cc1)c1ccc(CN2CCc3ccccc3C2)cc1 | 16 | 49* | -14 | 2 | -0.1 | -3.6 | -10 | -31 |
| O=C1NC(c2cccc3ccccc23)Nc2ccc(Cl)cc21 (stereo unspecified) | -9 | . | -4 | 2 | 7.6 | 2.8 | . | -9 |
| C[C@@H]1CN([C@H](C)CO)C(=O)c2cccc(NS(=O)(=O)c3ccc(F)cc3)c2O[C@H]1CN(C)S(=O)(=O)c1ccc(F)cc1 | -1 | -1 | 12 | 1 | 0.2 | -1.9 | -5 | -9 |
| O=C(C[C@@H]1CC[C@H]2[C@@H](COC[C@H](O)CN2Cc2cccc(-c3ccncc3)c2)O1)N1CCOCC1 | -18 | -5 | 7 | . | 0.1 | 3.1 | 2 | . |
| Cn1cc(SCC(=O)N2CCN(c3ccccc3)CC2)c2ccccc21 | -1 | -5 | . | -2 | 1.2 | 0.8 | -3 | -8 |
| O=C(/C=C\c1cn(-c2ccccc2)nc1-c1cccs1)N1CCOCC1 | 11 | 11 | 4 | 2 | 0.0 | -2.6 | 8 | -2 |

Next entries follow.
SMILES | ARNT TACC3 PPI | esBAF inh | GSIS activator | ERAP1 HTS inh | XiGFP reactiv | CFTR F508del cor | RAD54 inh | RAD52 anneal inh
Cc1ccc(N(C(=O)c2nsc(Cl)c2Cl)C(C(=O)NC2CCCC2)c2ccc(O)cc2)cc1C (stereo unspecified) | -3 | . | -13 | 0 | 0.0 | -5.6 | . | -1
O=c1ccc2c(-c3ccccc3)c3ccc(O)cc3oc-2c1 | -3 | -2 | 9 | -3 | 3.5 | 58* | i | i
CC(NC(=O)c1ccc(NC(=O)CC2SC(N3CCCC3)=NC2=O)cc1)c1ccc(S(N)(=O)=O)cc1 (stereo unspecified) | -2 | . | 1 | 3 | 0.1 | -0.2 | . | -5
COc1ccccc1-c1noc(Cn2cc(S(=O)(=O)N3CCCC3)ccc2=O)n1 | -1 | -2 | -2 | 1 | 0.2 | -0.4 | -7 | -9
Cc1ncc(C(=O)O)c(C(=O)O)c1N | -7 | 3 | 11 | -3 | 0.2 | 4.0 | 2 | -8
O=C(CSc1ncccc1-c1nc2ccccc2[nH]1)NCc1ccco1 | 18 | . | 9 | 4 | . | -3.2 | -15 | -40
COc1ccc(NC(=O)N(C)C[C@H]2OCCCC[C@H](C)Oc3ccc(NC(=O)CCCN(C)C)cc3C(=O)N([C@@H](C)CO)C[C@H]2C)cc1 | -12 | -4 | -3 | -1 | 0.0 | 0.6 | 3 | -39
O=C(CCC(=O)N1CCN(S(=O)(=O)c2ccc(Cl)cc2)CC1)NCc1ccccc1 | 2 | . | -9 | . | 0.2 | . | 8 | .
CC(=O)N1[C@H](CO)[C@@H](c2ccc(-c3ccccc3)cc2)[C@@H]1CNC(=O)C1CC1 | 1 | -3 | -11 | . | 0.0 | -3.8 | 4 | .
CC(C)OCCCN1CC(=O)N2[C@@H](Cc3c([nH]c4ccccc34)C2(C)C)C1=O | 6 | 4 | 190 | 1 | 0.3 | 0.9 | 2 | -10
C#CC(c1ccccc1)(c1ccccc1)n1ccnc1 | . | . | 27 | 1 | 0.2 | -3.3 | . | -7
COc1cccc(-c2cnc3c(NC(C)=O)cc(-c4cc(OC)c(OC)c(OC)c4)cn23)c1 | . | 2 | -3 | 0 | -0.1 | -0.6 | -9 | -65
COc1ccccc1OCC#CCSc1ncccn1 | -20 | 26 | -5 | -1 | 0.4 | -2.0 | 5 | -12
CC(=O)N1CCCCN2[C@H](CO)[C@H](c3ccc(C#Cc4ccccc4F)cc3)[C@H]2C1 | -3 | . | 18 | -2 | 0.0 | 1.5 | -11 | 9
Cc1cc(C)c(NC(=O)CNC(=O)Cc2sc(C)nc2-c2ccc(F)cc2)c(C)c1 | -7 | -1 | 22 | 0 | 0.4 | 6.0 | . | -22
C[C@]12CC[C@@H]3c4ccc(O)cc4CC[C@H]3[C@@H]1C[C@@H](O)[C@@H]2O | -5 | 0 | . | -1 | 0.0 | 0.0 | 9 | -4
Cc1ccc(S(=O)(=O)N[C@@H]2CC[C@@H](CCn3cc(-c4ccccc4F)nn3)O[C@@H]2CO)cc1 | -13 | -6 | 0 | 1 | 0.3 | -0.5 | 0 | .
CCN(CC)S(=O)(=O)c1cccc(NC(=O)c2ccc(-n3nc(C)cc3C)cc2)c1 | 35 | . | -12 | . | 0.0 | . | 4 | .
CCCN(CC(=O)Nc1ccccc1OC)CC(=O)c1c(N)n(Cc2ccccc2)c(=O)n(C)c1=O | -7 | -18 | -24 | 0 | 0.0 | 0.4 | 2 | -14
COc1ccc(-n2nnnc2S(=O)(=O)CC(=O)N2CCCCC2)cc1 | -16 | 13 | . | 2 | 0.0 | -5.6 | -2 | -9
Cn1c(SCc2ccccc2[N+](=O)[O-])nnc1-c1cccnc1 | -4 | 19 | 16 | 0 | -0.1 | -1.0 | -1 | -13
O=C(NCCCn1ccnc1)/C(=C\c1cccs1)NC(=O)c1ccco1 | 2 | 2 | -6 | -1 | -0.1 | . | 3 | -8
O=C(Cc1ccncc1)NCC[C@@H]1CC[C@H](NC(=O)C2CCOCC2)[C@@H](CO)O1 | 9 | -1 | -2 | 1 | -0.1 | 4.4 | 5 | -16
O=C(COC(=O)C1CCC(=O)N1)Nc1ccccc1Br (stereo unspecified) | -15 | -5 | -13 | -5 | 0.3 | -1.7 | -6 | -6
O=C(CSc1ncnc2c1oc1ccccc12)NC1CCCCC1 | -2 | -2 | 7 | -3 | 0.1 | -4.4 | 6 | -2
O=C(COC(=O)/C=C/c1ccccc1Cl)NC(=O)Cc1ccccc1 | . | -5 | 10 | -3 | 0.0 | . | 3 | -9
Cc1cc(C(=O)Nc2cccc3c2O[C@@H](CN(C)Cc2ccncc2)[C@H](C)CN([C@H](C)CO)C3=O)n(C)n1 | -4 | 1 | 4 | 5 | 0.2 | 0.1 | -5 | -1
O=C(CCl)Nc1ccccc1C(=O)Nc1ccc2c(c1)OCO2 | 3 | . | -4 | 12 | 0.2 | 0.4 | . | -7

Bioassay records: PubChem BioAssay, Broad Institute
